UHRF1 binding: UHRF1 methylated DNA binding inhibitors, primary screen, counter-screen for MBD2 inhibitor project, biochemical, TR-FRET, human UHRF1, single concentration. UHRF1 binding to methylated oligo. inhibition, % at 4.4 µM. AID 687016, 2013. 370,000 compounds, 0.75% hits; in the data active = inhibition above about 21%;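 also: UHRF1 SRA domain binding a hemimethylated CpG hairpin DNA probe; 0% = median of test compound wells and 100% = reference inhibitor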
TDP2 inh: human TDP2 enzyme inhibitors, primary screen, biochemical, epi absorbance, recombinant enzyme | T5PNP hydrolysis, p-nitrophenol absorbance 415 nm | 370,000 compounds, 0.34% hits | inhibition, % at 12.8 µM | AID 720702, 2013;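 active = inhibition above the mean of all tested compounds plus 3 SD, set per campaign, cut at about 25% in these data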;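 also: 0% = DMSO with enzyme and 100% = buffer with substrate but no TDP2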
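Incubation: 2 h at 37 °C; Test system: recombinant human TDP2; Quantity: enzyme 120 nM; Read-out basis: percent inhibition; Medium: 50 mM Tris-HCl pH 7.5 with Mg2+, KCl, DTT, BSA; Repeats: single replicate; Compound: 12.8 µM single point, 1% DMSO; Signal: epi absorbance; Reagent: 5 mM T5PNP chromogenic substrate; Benchmarks: no-enzyme high, DMSO-plus-enzyme low.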
LEDGF integ inh: blockers of LEDGF/p75-dependent integrase strand transfer – biochemical, TR-FRET, high throughput, primary screen; HIV-1 integrase (with human LEDGF/p75); TR-FRET IN-LEDGF/p75 DNA integration, Eu/Cy5; inhibition, % at 3.7 µM; 370,000 compounds, 0.64% hits; AID 743269, 2014;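 active = inhibition above the screen-wide mean plus 3 SD, cut at about 13% in these data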;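 also: signal is the Cy5 over europium emission ratio at 671 and 618 nm; 0% = plate median of compound wells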
KLK7 zymogen act: proKLK7 zymogen activators, primary screen, biochemical, fluorescence intensity; Kallikrein-7 (Homo sapiens), P49862; purified proKLK7, EDANS-DABCYL substrate fluorescence; 100% is mature enzyme control, 0% vehicle; activation, % at 7 µM; 370,000 compounds, 0.9% hits; AID 652039, 2013;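 active = activation above the mean of all tested compounds plus 3 SD, computed per campaign excluding outliers beyond control limits, cut at about 13% in these data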
SIAE inh: human SIAE inhibitors, primary screen, biochemical, fluorescence polarization, FP-Rh probe, 1536-well HTS; inhibition, % at 9.66 µM; Sialate O-acetylesterase (Homo sapiens), Q9HAT2; 370,000 compounds, 0.69% hits; SIAE FP-Rh probe binding;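 active = inhibition above a cutoff: mean of compounds within the control limits plus 3 SD of those, cut at about 17% in these data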;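 also: 0% = plate median of compound wells and 100% = probe without SIAE protein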
Target sequence (Q9HAT2 whole entry, looked up): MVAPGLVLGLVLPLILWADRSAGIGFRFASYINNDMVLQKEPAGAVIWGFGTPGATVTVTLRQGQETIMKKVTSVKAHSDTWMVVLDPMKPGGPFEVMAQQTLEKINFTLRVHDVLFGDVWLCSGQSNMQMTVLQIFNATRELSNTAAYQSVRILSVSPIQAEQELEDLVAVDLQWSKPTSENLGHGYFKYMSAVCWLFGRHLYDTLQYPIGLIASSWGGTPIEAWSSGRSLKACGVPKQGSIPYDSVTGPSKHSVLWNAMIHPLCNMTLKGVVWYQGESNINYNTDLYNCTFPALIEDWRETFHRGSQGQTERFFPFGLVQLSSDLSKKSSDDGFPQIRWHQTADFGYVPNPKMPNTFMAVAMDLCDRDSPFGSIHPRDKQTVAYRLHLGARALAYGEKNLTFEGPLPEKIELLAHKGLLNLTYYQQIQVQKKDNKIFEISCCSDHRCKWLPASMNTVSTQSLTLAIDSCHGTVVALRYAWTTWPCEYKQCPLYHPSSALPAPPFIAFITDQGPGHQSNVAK
PRMT1 inh: PRMT1 methyltransferase inhibitors, primary screen, biochemical, fluorescence polarization. AID 652257, 2013. 370,000 compounds, 1.3% hits. recombinant PRMT1, activity-based probe fluorescence polarization. inhibition, % at 2.79 µM;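 active = inhibition above about 21% made by adding two undisclosed values, limit read from the data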
TCR CD3 inh: inhibitors of human TCR-CD3 interaction, primary screen, biochemical, fluorescence, TAMRA-labeled TCR probe. inhibition, % at 9.4 µM. 360,000 compounds, 0.37% hits. AID 651800, 2012; in the data active = inhibition above about 19%;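 also: recombinant mutant TCR 2C K166C tagged with TAMRA read by polarization; 0% = receptor in buffer alone and 100% = receptor with positive control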
Tn7 DDE FP: inhibitors of Tn7 peptide binding to fibrin DD(E), primary screen, biochemical, fluorescence polarization, human fibrin, Tn7 probe | Fibrinogen beta chain (Homo sapiens), P02675 | FP displacement of FITC-Tn7 peptide from fibrin DD(E); 0% = median of compound wells per plate | inhibition, % at 8.3 µM | 370,000 compounds, 0.13% hits;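 active = inhibition above the mean of compounds falling within the control limits plus 3 SD of them, cut at about 14% in these data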;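 also: 0% = plate median of compound wells and 100% = 10 µM Aha-Tn7 peptide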
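Assay system: Fibrin-DD(E) protein isolated from polymerized human fibrin clots; read-out basis: percent inhibition; medium: Tris/NaCl/CaCl2 buffer, pH 7.8; signal: FP measurement; incubation: 10 min plus 3 h, room temperature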
MBD2 DNA inh: inhibitors of MBD2 binding to methylated DNA, primary screen, biochemical, TR-FRET, DNA-binding domain, human | Methyl-CpG-binding domain protein 2 (Homo sapiens), Q9UBB5 | MBD2 binding to methylated oligonucleotide | AID 686964, 2013 | 370,000 compounds, 0.31% hits | inhibition, % at 4.4 µM; in the data active = inhibition above about 13%
Target sequence (Q9UBB5 whole entry, looked up, the tested form may be a part): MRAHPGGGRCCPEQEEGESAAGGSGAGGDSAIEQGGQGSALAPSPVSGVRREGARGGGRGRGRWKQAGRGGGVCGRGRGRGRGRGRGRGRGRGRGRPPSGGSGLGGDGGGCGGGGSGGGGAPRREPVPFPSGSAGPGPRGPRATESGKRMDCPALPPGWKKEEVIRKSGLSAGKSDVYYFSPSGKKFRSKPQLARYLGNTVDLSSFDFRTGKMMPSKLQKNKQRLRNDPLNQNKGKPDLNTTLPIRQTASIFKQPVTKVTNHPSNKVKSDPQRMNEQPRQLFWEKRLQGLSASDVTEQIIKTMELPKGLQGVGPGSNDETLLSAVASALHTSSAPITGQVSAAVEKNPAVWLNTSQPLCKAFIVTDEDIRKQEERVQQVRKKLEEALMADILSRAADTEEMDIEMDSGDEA
Tn6 DDE FP: inhibitors of Tn6 peptide binding to fibrin DD(E), primary screen, biochemical, fluorescence polarization, human fibrin, Tn6 probe; Fibrinogen beta chain (Homo sapiens), P02675; Fibrin DD(E) TRITC-Tn6 fluorescence polarization displacement; inhibition, % at 8.3 µM; 370,000 compounds, 0.21% hits; AID 720509, 2013;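 active = inhibition above a per-campaign cutoff: mean of compounds within control limits plus 3 SD, cut at about 15% in these data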;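 also: 0% = median of all compound wells on the plate and 100% = blocking peptide control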
Starred values were filed as active, the others as inactive.

mol	KLK7 zymogen act	TDP2 inh	SIAE inh	Tn6 DDE FP	TCR CD3 inh	UHRF1 binding	Tn7 DDE FP	PRMT1 inh	MBD2 DNA inh	LEDGF integ inh
CCC(=O)N1CCc2cc(Br)cc(S(=O)(=O)N3CCCCC3CC)c21 (configuration not stated)	0.3	-8	3	0	6	-1	-6	-6	0	3
O=C(OCc1cccc(Cl)c1)c1cc([N+](=O)[O-])ccc1N1CCOCC1	-0.1	-2	3	6	-3	0	7	5	-5	-1
O=C(NCc1ccco1)c1nc2ncccn2n1	0.1	5	-2	-8	-6	-4	2	-1	3	1
O=C(Nc1cccc(C(=O)N2CCN(c3ccc(F)cc3)CC2)c1)c1ccccc1	0.1	-4	-4	4	-4	2	2	0	3	-1
CCC(C)NC(=O)CNC(=S)N(Cc1ccc(F)cc1)C1CCCCC1 (configuration not stated)	0.2	19	6	0	0	-2	6	0	2	0
O=C(O)c1ccc(OCC(F)(F)F)nc1	1.2	1	7	-10	-2	1	-5	-3	-3	3
Cc1ccccc1OCc1n[nH]c(=S)n1-c1cccc(Cl)c1	0.3	0	0	-2	9	-2	-1	10	1	10
CC1CCCC(C)N1CC(C)(C)NS(=O)(=O)c1ccc(Cl)cc1 (configuration not stated)	-0.7	-3	-6	-2	5	20	-2	-5	1	8
O=S(=O)(Nc1ccc(F)cc1Cl)c1ccc(-c2cnc(C3CC3)o2)cc1	0.3	5	0	2	4	-1	6	0	0	2
Cc1ccc(-c2csc(NS(=O)(=O)c3cccc(F)c3)n2)o1	0.8	-3	-12	-7	6	11	-2	54*	3	16*

mol	KLK7 zymogen act	TDP2 inh	SIAE inh	Tn6 DDE FP	TCR CD3 inh	UHRF1 binding	Tn7 DDE FP	PRMT1 inh	MBD2 DNA inh	LEDGF integ inh
CC(=O)c1c(N2CCN(C(=O)c3ccco3)CC2)nc(=S)n(-c2ccccc2)c1C	-0.3	-11	-5	7	-4	7	-1	36*	8	-5
CCC(C)(NC=O)C(=O)Nc1c(C)cccc1C (configuration not stated)	-0.2	-2	0	8	0	0	4	0	3	-1
COc1ccc(CCn2nnc(-c3ccc(NC(C)=O)c(Cl)c3)n2)cc1	-0.2	1	-2	-2	0	2	-4	1	0	1
CC[N+](CC)(CC)CC(=O)Nc1c(C)cccc1C	-0.1	-5	-3	-6	1	6	-1	6	0	0
CN(C(=O)COC(=O)c1cccc(F)c1)c1ccccc1	-0.1	-4	0	12	5	-2	6	-3	5	-2
CSCCC(NS(=O)(=O)c1ccccc1F)C(=O)N1CCCCCCC1 (configuration not stated)	0.0	-4	-1	3	3	3	0	2	2	-2
O=C(COC(=O)COc1ccc(Br)cc1)Nc1ccc2c(c1)OCCO2	-0.3	-4	4	6	1	-2	-3	1	0	-2
CC(C)c1cc(C(=O)N2CCCC(N3CCN(c4ccc(F)cc4)CC3)C2)no1 (configuration not stated)	-0.2	-4	1	3	1	3	-1	-1	-2	-1
O=C(/C=C/c1ccc([N+](=O)[O-])cc1)N1CCN(c2ccccc2F)CC1	-0.1	-1	-6	2	1	3	-1	-6	1	0
O=C(CSc1nnc(-c2ccccc2)n1Cc1ccccc1)NNC(=O)c1ccccc1O	0.2	1	3	4	58*	-1	-9	3	-5	-6

mol	KLK7 zymogen act	TDP2 inh	SIAE inh	Tn6 DDE FP	TCR CD3 inh	UHRF1 binding	Tn7 DDE FP	PRMT1 inh	MBD2 DNA inh	LEDGF integ inh
Cc1cccc(NC(=O)CNC(=O)Cc2ccc(S(=O)(=O)N3CCOCC3)s2)c1C	-0.9	10	-3	4	6	-1	2	-2	1	3
CC1(C)CC(=O)C(C(=O)C2CCN(S(=O)(=O)c3ccccc3)CC2)C(=O)C1	-1.0	-1	-8	-7	4	0	2	1	1	-3
Cc1cc(N2C(=O)C(O)=C(C(=O)c3ccco3)C2c2ccc(O)cc2)no1 (configuration not stated)	0.0	8	1	0	-3	-2	-2	0	-1	1
Cc1ccc2c(C(=O)CN3CCSCC3)c(C)[nH]c2c1	-0.1	8	1	0	6	4	-9	-3	0	-1
Cc1ccc(/C=N/NC(=O)C(c2ccncc2)N2CCOCC2)cc1 (configuration not stated)	-0.1	-13	1	-6	-11	6	-6	-5	0	3
O=C(NCCCCc1ccccc1)NC[C@@H]1CC[C@@H](Cc2ccc(-c3ccccc3)cc2)O1	0.0	1	-8	0	1	1	-2	-2	4	-1
Cc1cc(=O)[nH]c2ccc(S(=O)(=O)N3CCOCC3)cc12	0.2	-1	-2	5	-1	4	1	0	-2	2
Cc1cc(O)c(-c2cc(O)c(C)cc2O)cc1O	0.0	18	10	-7	5	-4	-5	87*	-7	6
C(=C\c1ccco1)/C=N/n1cnnc1	0.5	7	4	2	5	-2	3	9	-1	7
OC1NC(=S)N(c2ccccc2)C1O (configuration not stated)	0.3	7	-1	0	2	4	5	3	1	2

mol	KLK7 zymogen act	TDP2 inh	SIAE inh	Tn6 DDE FP	TCR CD3 inh	UHRF1 binding	Tn7 DDE FP	PRMT1 inh	MBD2 DNA inh	LEDGF integ inh
COC(=O)c1c(C)nn(-c2ccccc2)c1-n1cccc1	-0.5	-9	-11	-2	4	4	1	-4	-1	5
O=C(OCc1c(F)cccc1Cl)c1cccc(S(=O)(=O)N2CCOCC2)c1	0.6	1	2	8	7	0	4	0	-4	-4
CCOC(=O)C1=C(c2ccccc2)Nc2ncnn2C1c1ccc(C(=O)O)cc1 (configuration not stated)	0.2	11	4	3	1	9	4	3	-4	4
O=C(O)c1nccnc1C(=O)Nc1ccc(Oc2c(Cl)cccc2Cl)nc1	0.6	2	5	-2	-7	3	2	0	2	4
CCn1ncc(C2=NOC(C(=O)Nc3ccccc3C(=O)OC)C2)c1C (configuration not stated)	-0.4	7	9	-9	1	0	-4	-5	-3	-1
CCOC(=O)c1[nH]c2ccc(OCC)cc2c1CCCN1C(=O)c2ccccc2C1=O	-0.4	2	3	2	2	6	-6	-1	-4	-1
CC(C)c1nnc(NC(=O)CCC(=O)Nc2ccccc2)s1	0.4	-5	-3	-8	-1	9	5	8	9	-4
Cn1cccc1Cc1nnc(SCC(=O)N2CCc3ccccc32)n1CCc1ccccc1	-0.1	1	1	-3	-3	1	-2	3	2	-4
COc1cc(Cc2nc3ccc(S(=O)(=O)N4CCOCC4)cc3[nH]2)cc(OC)c1OC	-0.5	-14	4	7	5	-2	3	0	2	-3
CCCOc1ccc(Cc2c(COCC)[nH]c(=S)[nH]c2=O)cc1	-0.7	7	8	4	2	0	-5	-1	-2	-2

mol	KLK7 zymogen act	TDP2 inh	SIAE inh	Tn6 DDE FP	TCR CD3 inh	UHRF1 binding	Tn7 DDE FP	PRMT1 inh	MBD2 DNA inh	LEDGF integ inh
Nc1nc(CSc2nc3ccccc3s2)nc(N2CCCCC2)n1	0.9	-8	-12	4	-1	2	-8	-2	3	-2
CCCCC(=O)N(C)c1c(CC)nc2c(OCC(=O)N3CCOCC3)cccn12	0.8	-20	3	9	-9	-3	3	-1	-6	5
CC(C)CC(NS(=O)(=O)c1cccc(C(=O)O)c1)C(=O)O (configuration not stated)	-0.1	11	-2	9	1	1	-13	4	2	-2
CC(C)c1ccc(OCc2ccc(C(=O)N3CCN(c4ccccn4)CC3)cc2)cc1	0.0	-3	2	-12	7	2	-3	-1	5	-2
O=C(O)C1CCN(Cc2cnn(-c3ccccc3)c2-n2cccc2)CC1	-0.2	0	-1	-4	3	5	-5	-1	2	-1
O=C1CN(C(=O)COC(=O)COc2ccc3c(c2)CCC3)c2ccccc2N1	0.6	-1	-1	-5	-1	-1	0	2	0	-2
O=[N+]([O-])c1cccc(Cl)c1CSc1ccccn1	0.6	8	5	-3	0	-2	-1	0	0	-1
C/C(=N/NC(=O)CNC(=O)C(c1ccccc1)c1ccccc1)c1ccco1	0.1	0	0	-10	4	-1	10	0	-4	-3
C[C@@H]1CN([C@@H](C)CO)C(=O)Cc2cc(NC(=O)C3CCCCC3)ccc2O[C@H]1CN(C)S(=O)(=O)c1ccccc1	0.1	-14	1	1	1	5	8	2	7	3
CCOC(=O)C1(C)NC(c2ccccc2F)C2C(=O)N(CC)C(=O)C21 (configuration not stated)	-0.2	-9	3	10	7	-3	7	-2	-8	-1

Some entries already given, showing only MBD2 DNA inh and UHRF1 binding.
canonical_smiles | MBD2 DNA inh | UHRF1 binding
CC(C)CC(NS(=O)(=O)c1cccc(C(=O)O)c1)C(=O)O (configuration not stated) | 2 | 1
C/C(=N/NC(=O)CNC(=O)C(c1ccccc1)c1ccccc1)c1ccco1 | -4 | -1

Continuation:
mol	KLK7 zymogen act	TDP2 inh	SIAE inh	Tn6 DDE FP	TCR CD3 inh	UHRF1 binding	Tn7 DDE FP	PRMT1 inh	MBD2 DNA inh	LEDGF integ inh
Cc1noc(NS(=O)(=O)c2ccc(NC(=O)Cc3ccc([N+](=O)[O-])cc3)cc2)c1C	-0.2	8	10	1	3	0	2	0	2	3
Nc1ccc(-n2nc3ccccc3n2)cc1	0.3	10	-2	-2	4	-3	-1	-2	-4	2
O=C(Cn1c(=O)sc2ccccc21)Nc1nc2c(s1)CCCC2	0.0	3	1	-2	3	2	-4	-2	2	1
CCN(CC)c1ncnc2sc3c(c12)CCC3	-0.4	-1	-2	8	-1	-4	5	0	-5	-1
CCn1c(CSCc2ccc(C)cc2)nnc1SCC(=O)NCc1ccccc1	0.2	-3	10	-3	1	-2	1	-2	2	-3
C=CCn1c(SCC(=O)NC(C)(C)C)nnc1-c1ccccc1O	-0.2	0	6	-5	7	0	10	2	-4	-1
O=C(NC1CCCc2ccccc21)c1cccnc1 (configuration not stated)	-0.4	9	2	-6	-9	-1	0	2	0	1
C#CCOCCOCCOCCNc1nc(N2CCN(C(=O)Cn3cc(CC(C)O)nn3)CC2)nc(N2CCN(C(=O)[C@H]([C@@H](C)CC)n3cc(CCCN=C(N)N)nn3)CC2)n1 (some centres not stated)	-0.6	-11	-5	2	1	9	-4	-2	9	2
COc1ccc(/C=C/C(=O)C23CC4CC(CC(C4)C2)C3)cc1CN1CCOCC1	0.9	2	5	3	8	-1	-5	-2	-3	2
O=C(Nc1c2c(nn1-c1ccc(F)cc1)CS(=O)C2)c1ccc(Br)o1 (configuration not stated)	0.2	-3	-2	-3	7	0	-7	2	0	1
CC(NC(=O)c1cccc(C(F)(F)F)c1)C(c1ccccc1)N1CCOCC1 (configuration not stated)	-0.9	-4	-3	-2	3	-2	-10	-1	-3	3
